# Compound activity: PubChem, National Center for Advancing Translational Sciences (NCATS)
# TRHR enhancer: qHTS for Small Molecule Agonists and Allosteric Enhancers of Human TRH Receptor: Primary Screen for Enhancers; Thyrotropin-releasing hormone receptor (Homo sapiens), P34981; TRHR cells, fluo-8 calcium fluorescence, EC20 TRH enhancement; actives 0.66% (n = 360,000); enhancement, % at 2 µM; in the data active = enhancement above about 30%; also: 0% is about no effect
# Target sequence (P34981 whole entry, looked up): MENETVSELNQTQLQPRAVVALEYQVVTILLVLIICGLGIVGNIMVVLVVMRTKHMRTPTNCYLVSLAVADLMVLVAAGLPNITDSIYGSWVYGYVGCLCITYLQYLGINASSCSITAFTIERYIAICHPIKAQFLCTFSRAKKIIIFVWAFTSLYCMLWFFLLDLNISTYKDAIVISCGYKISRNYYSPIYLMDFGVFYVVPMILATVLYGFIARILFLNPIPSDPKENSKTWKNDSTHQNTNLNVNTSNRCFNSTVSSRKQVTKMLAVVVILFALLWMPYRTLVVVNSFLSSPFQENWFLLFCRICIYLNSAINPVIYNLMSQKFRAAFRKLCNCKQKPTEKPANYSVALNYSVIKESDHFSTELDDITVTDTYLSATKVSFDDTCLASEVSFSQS
#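 Enhancer read-out: after compound pinning and an initial kinetic agonist-mode read, an EC20 of TRH (10 nM final) was injected and fluo-8 calcium signal (Ex 480/Em 530) followed at 1 s/cycle for 100 cycles in TRHR-expressing cells.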
# D2 agonist: HTS Assay for Allosteric Agonists of the Human D2 Dopamine Receptor: Primary Screen for Agonists; D(2) dopamine receptor (Homo sapiens), P14416; HEK293 T-REx D2 cells, calcium flux agonist mode; activation, % at 2 µM; actives 0.53% (n = 340,000); AID 485358, 2010;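 active = activation over 3 SD above normal in the single-dose calcium agonist read, cut at about 30% in these data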; also: 0% is about no effect
#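 Agonism scored from kinetic calcium signal (1 read/sec, 180 s) following compound pin transfer, after a 10 s baseline. Cells: HEK293 Trex line expressing inducible D2 receptor coupled to calcium, dye-loaded after overnight culture at 30 C.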
# TRHR agonist: qHTS for Small Molecule Agonists and Allosteric Enhancers of Human TRH Receptor: Primary Screen for Agonists. activation, % at 2 µM. actives 0.18% (n = 360,000). Thyrotropin-releasing hormone receptor (Homo sapiens), P34981. TRHR cells, calcium flux fluo-8, FDSS agonist mode; also: 0% is about no effect
#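 In this calcium-flux screen, cells bearing human TRHR are dye-loaded with fluo-8, baselined for 10 cycles, then exposed to library compounds; positive kinetic calcium responses during the agonist phase mark hits, with TRH as control.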
# D1 ag: Allosteric Agonists of the Human D1 Dopamine Receptor: qHTS; actives 1% (n = 360,000); D(1A) dopamine receptor (Homo sapiens), P21728; activation, % at 2 µM; HEK293 T-REx D1 cells, calcium flux, agonist mode; also: 0% is about no effect
# Target sequence (P21728 whole entry, looked up): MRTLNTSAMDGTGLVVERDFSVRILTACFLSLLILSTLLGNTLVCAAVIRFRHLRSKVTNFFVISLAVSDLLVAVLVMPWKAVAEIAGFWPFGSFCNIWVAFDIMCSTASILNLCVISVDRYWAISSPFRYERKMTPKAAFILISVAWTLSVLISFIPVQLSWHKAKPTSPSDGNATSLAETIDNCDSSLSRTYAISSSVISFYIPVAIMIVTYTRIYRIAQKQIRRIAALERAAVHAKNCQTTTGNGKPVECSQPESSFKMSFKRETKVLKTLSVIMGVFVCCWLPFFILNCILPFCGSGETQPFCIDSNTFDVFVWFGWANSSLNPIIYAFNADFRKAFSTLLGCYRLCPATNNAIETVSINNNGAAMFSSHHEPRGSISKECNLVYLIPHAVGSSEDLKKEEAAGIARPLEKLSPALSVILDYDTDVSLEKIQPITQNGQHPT
#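 Inducible HEK293 T-REx D1 cells, force-coupled to calcium signalling, were plated at 4000 cells/well with tetracycline and held overnight at 30 C. After no-wash calcium dye loading, compound-evoked calcium rise over 180 s flagged agonists.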
# D2 antag: HTS Assay for Allosteric Antagonists of the Human D2 Dopamine Receptor: Primary Screen for Antagonists. HEK293 TREx D2 cells, calcium flux, dopamine EC80. inhibition, % at 10 µM. D(2) dopamine receptor (Homo sapiens), P14416. AID 485344, 2010. actives 2% (n = 340,000); in the data active = inhibition above about 30%; also: 0% is about no effect
#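 Calcium mobilization kinetics were recorded at 1 s intervals in tetracycline-induced HEK293 T-REx D2 cells, first for 180 s after compound addition and then 180 s after EC80 dopamine.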
# D1 antagonist: Antagonist of Human D 1 Dopamine Receptor: qHTS; D(1A) dopamine receptor (Homo sapiens), P21728; HEK293 TREx D1 cells, calcium flux, dopamine EC80; stronger effect = lower value; activity change, negative = inhibition, % at 10 µM; actives 3.2% (n = 360,000); in the data active = activity change below about -30%; also: % is scaled to controls: 0 for no effect and ±100 for the full control effect
#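 Compound effects on dopamine-evoked calcium signalling were measured in tetracycline-induced HEK293 Trex D1 cells. Dopamine at EC80 followed a 180 s compound pre-read, and fluorescence was tracked kinetically for 180 s more.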
# D2 potentiator: HTS Assay for Positive Allosteric Modulators of the Human D2 Dopamine Receptor: Primary Screen for Potentiators | HEK293 T-REx D2, calcium flux, EC20 dopamine potentiation | AID 485347, 2010 | D(2) dopamine receptor (Homo sapiens), P14416 | potentiation, % at 10 µM | actives 0.34% (n = 340,000);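 active = potentiation over 3 SD above the plate norm, cut at about 30% in these data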; also: 0% is about no effect
#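 Tetracycline-induced HEK293 T-REx cells force-coupled to calcium signalling expressed D2; compounds were pin-added after a 10 s baseline, read kinetically 180 s, then an EC20 dopamine challenge followed with a further 180 s calcium read.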
# RXFP1 antag: qHTS Assay for Antagonists of the Relaxin Receptor RXFP1. HEK293-RXFP1, relaxin-stimulated cAMP HTRF, 30 min; stronger effect = lower value. activity change, negative = inhibition, % at 57.5 µM. actives 0.59% (n = 350,000);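 active = activity change of -60% or lower, but not beyond a set lower limit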; also: % is scaled to controls: 0 for no effect and ±100 for the full control effect
# D1 potentiator: Potentiators of Human D1 Dopamine Receptor: qHTS. AID 504651, 2011. HEK293 TREx D1 cells, calcium flux, dopamine EC20 potentiation. D(1A) dopamine receptor (Homo sapiens), P21728. actives 0.036% (n = 360,000). potentiation, % at 10 µM; in the data active = potentiation above about 30%; also: 0% is about no effect
# * hit, by the source's call; / = no result given. Rule as the data show it, unless noted: active = activation above about 30%; inactive = the rest.
1	COc1ccc(-c2nnc3c4ccccc4c(C)nn23)cc1S(=O)(=O)N1CCN(CCO)CC1
2	CSc1ccccc1-n1nnnc1SCC(=O)NCc1cccs1
3	Cc1[nH]c2ccccc2c1/C=N/NC(=O)CNC(=O)c1ccc2c(c1)OCCO2
4	COc1ccc(CNC(=O)C2CCN(S(=O)(=O)c3cc(OC)ccc3OC)CC2)cc1
5	O=C(COC(=O)c1ccc(OC(F)F)cc1)Nc1cccc(S(=O)(=O)NC2=NCCC2)c1
6	Cc1ccc(C)c(NC(=O)C(OC(=O)c2cnc(C)cn2)c2ccccc2)c1 (stereo not drawn)
screen / no.	1	2	3	4	5	6
RXFP1 antag	-5	-5	-37	12	-7	-12
TRHR enhancer	2	2	3	7	2	8
D2 antag	-4	-4	-6	9	7	21
D1 potentiator	-1	2	-6	1	/	1
D2 potentiator	8	-3	-27	-1	-4	-1
D1 ag	0	-1	1	0	1	0
D1 antagonist	1	4	-2	12	-6	-9
D2 agonist	0.7	-0.3	-0.5	0.4	0.2	-0.9
TRHR agonist	0.2	-0.5	0.3	-0.9	-0.1	-0.3

7	CC1CCC(NC(=O)COC(=O)CNC(=O)c2ccc3ccccc3c2)CC1 (stereo not drawn)
8	O=C1CCC(C(=O)N2CCSCC2)CN1Cc1ccc(Cl)cc1 (stereo not drawn)
9	Cc1ccc(C)c(N2CCN(C(=O)CCc3c(C)nn(-c4ccc(N5CCCC5)nn4)c3C)CC2)c1
10	C#CCN(C)CC/C=C1\c2ccccc2CSc2ccccc21
11	Cc1ccccc1CSc1nncn1N
12	COc1ccc(S(=O)(=O)Nc2ccc3oc4ncccc4c(=O)c3c2)cc1OC
screen / no.	7	8	9	10	11	12
RXFP1 antag	1	-4	4	-9	-2	0
TRHR enhancer	-3	3	8	-3	-2	-13
D2 antag	-20	6	/	-17	-1	12
D1 potentiator	-5	3	-1	-23	5	-4
D2 potentiator	-10	10	-4	-5	3	-8
D1 ag	0	0	2	3	2	1
D1 antagonist	-19	-5	9	-2	-4	-15
D2 agonist	0.3	0.3	0.5	0.9	0.2	0.0
TRHR agonist	-0.2	1.3	-0.5	74*	0.1	-0.1

13	CCOc1c2ccc(C(=O)NCc3ccc4c(c3)OCO4)cc2nn1CC
14	CCOc1ccc(-n2c(Cc3ccccc3)nnc2SCc2nc(-c3ccccc3C)no2)cc1
15	O=C(Nc1ccc(NC(=O)c2ccco2)nc1)c1ccccn1
16	CCOc1cc(C2NC(=O)N(C)C(C)=C2[N+](=O)[O-])ccc1OC(C)=O (stereo not drawn)
17	O=C(CN1C(=O)NC2(CCCCC2)C1=O)Nc1ccc(N2CCOCC2)cc1
18	CC(C)OC(=O)c1cc2ccccc2[nH]1
screen / no.	13	14	15	16	17	18
RXFP1 antag	/	-16	-4	3	-2	-14
TRHR enhancer	4	-14	-5	-2	5	4
D2 antag	-3	/	-2	-4	-4	/
D1 potentiator	-8	-1	1	5	5	-9
D2 potentiator	-3	9	-1	9	6	/
D1 ag	2	32*	3	2	2	-1
D1 antagonist	-3	-1	-1	18	17	-6
D2 agonist	-0.6	1.9	-0.9	2.1	0.5	/
TRHR agonist	-0.8	5.1	0.6	0.1	0.5	0.1

19	COc1ccc(C(C[N+](=O)[O-])c2c(C)cc3ccccn23)cc1 (stereo not drawn)
20	COCc1cc(C)nc(NCCc2ccccc2)c1C#N
21	Cc1cccc(C(=O)NC(C(=O)Nc2nc(-c3ccccn3)cs2)C(C)C)c1 (stereo not drawn)
22	COC(=O)C1=CN(CCCN2CCCC2=O)C=C(C(=O)OC)C1c1ccccc1C(F)(F)F
23	COc1cc(C(=O)NCC(c2cccs2)N2CCOCC2)cc(OC)c1OC (stereo not drawn)
24	CNC(=O)c1cc(S(=O)(=O)Nc2ccc3c(c2)OCO3)ccc1C
screen / no.	19	20	21	22	23	24
RXFP1 antag	-19	1	7	1	-19	-1
TRHR enhancer	0	7	-4	-1	-4	8
D2 antag	-10	3	25	5	-5	2
D1 potentiator	-6	-2	-5	-5	-2	-2
D2 potentiator	-3	22	-2	3	-8	5
D1 ag	1	5	0	2	0	1
D1 antagonist	6	16	4	-11	-1	5
D2 agonist	0.9	-0.2	1.1	-0.5	0.2	0.3
TRHR agonist	1.9	-0.4	-0.5	-0.4	-0.4	0.1

25	COC(=O)N/N=C(\C)c1cccc(C(F)(F)F)c1
26	O=C(CCc1nnc(-c2ccsc2)o1)NCc1ccccc1OC(F)(F)F
27	Cc1ccc(-c2cc(C(F)F)n3ncc(C(=O)Nc4c(C)nn(Cc5c(Cl)cccc5Cl)c4C)c3n2)cc1
28	Cc1ccccc1N1CCN(C2CCCN(C(=O)CCC(=O)N(C)C)C2)CC1 (stereo not drawn)
29	CC(=O)Nc1ccc(NC(=O)C(C)N2CCN(S(=O)(=O)c3ccc(C)cc3)CC2)cc1 (stereo not drawn)
30	CS(=O)(=O)N1CCC(N2CCN(Cc3ccc(F)cc3)C(=O)C2=O)CC1
screen / no.	25	26	27	28	29	30
RXFP1 antag	-13	0	-6	7	18	-6
TRHR enhancer	-2	-6	0	-2	14	0
D2 antag	/	12	-8	0	-2	/
D1 potentiator	-3	12	9	2	-7	-1
D2 potentiator	-6	-1	8	2	-4	7
D1 ag	-1	1	0	3	0	1
D1 antagonist	3	3	3	3	11	9
D2 agonist	/	0.9	0.2	0.2	0.6	0.4
TRHR agonist	-0.3	1.3	-0.1	0.2	-0.1	0.3

31	COc1cc(NC(=S)Nc2ccc(OC(F)F)cc2)cc(OC)c1
32	CCCCC[n+]1ccn(C2=C([O-])c3ccccc3C(=O)/C2=N\S(=O)(=O)c2ccc(Br)cc2)c1
33	CCOC(=O)c1sc(SC)c2c1CCCC2=O
34	OC(CNC1CCCc2ccccc21)COc1c(Cl)cccc1Cl (stereo not drawn)
35	CCC(=O)Nc1ccc(C(=O)Nc2cc(C)on2)cc1
36	Cc1nc(Oc2ccccc2)c2oc3ccccc3c2n1
screen / no.	31	32	33	34	35	36
RXFP1 antag	6	5	/	-63*	19	-14
TRHR enhancer	-1	-8	-5	4	-1	1
D2 antag	-6	6	6	-24	-9	3
D1 potentiator	-1	4	-6	3	6	9
D2 potentiator	-5	5	-2	-18	1	1
D1 ag	7	1	1	27	3	1
D1 antagonist	-10	4	7	8	-3	-9
D2 agonist	0.7	-0.9	-1.0	0.8	0.1	1.5
TRHR agonist	0.7	-0.8	-0.6	1.6	1.0	1.9

# Arranged by length of the SMILES (descending): 9 of the compounds above.
27	Cc1ccc(-c2cc(C(F)F)n3ncc(C(=O)Nc4c(C)nn(Cc5c(Cl)cccc5Cl)c4C)c3n2)cc1
32	CCCCC[n+]1ccn(C2=C([O-])c3ccccc3C(=O)/C2=N\S(=O)(=O)c2ccc(Br)cc2)c1
29	CC(=O)Nc1ccc(NC(=O)C(C)N2CCN(S(=O)(=O)c3ccc(C)cc3)CC2)cc1 (stereo not drawn)
30	CS(=O)(=O)N1CCC(N2CCN(Cc3ccc(F)cc3)C(=O)C2=O)CC1
28	Cc1ccccc1N1CCN(C2CCCN(C(=O)CCC(=O)N(C)C)C2)CC1 (stereo not drawn)
31	COc1cc(NC(=S)Nc2ccc(OC(F)F)cc2)cc(OC)c1
34	OC(CNC1CCCc2ccccc21)COc1c(Cl)cccc1Cl (stereo not drawn)
35	CCC(=O)Nc1ccc(C(=O)Nc2cc(C)on2)cc1
screen / no.	27	32	29	30	28	31	34	35
RXFP1 antag	-6	5	18	-6	7	6	-63*	19
TRHR enhancer	0	-8	14	0	-2	-1	4	-1
D2 antag	-8	6	-2	/	0	-6	-24	-9
D1 potentiator	9	4	-7	-1	2	-1	3	6
D2 potentiator	8	5	-4	7	2	-5	-18	1
D1 ag	0	1	0	1	3	7	27	3
D1 antagonist	3	4	11	9	3	-10	8	-3
D2 agonist	0.2	-0.9	0.6	0.4	0.2	0.7	0.8	0.1
TRHR agonist	-0.1	-0.8	-0.1	0.3	0.2	0.7	1.6	1.0

33	CCOC(=O)c1sc(SC)c2c1CCCC2=O
screen / no.	33
RXFP1 antag	/
TRHR enhancer	-5
D2 antag	6
D1 potentiator	-6
D2 potentiator	-2
D1 ag	1
D1 antagonist	7
D2 agonist	-1.0
TRHR agonist	-0.6

# Next results:
37	COc1ccc(/C=N/NC(=O)c2cc[n+]([O-])cc2)cc1O
38	COc1ccccc1N1CCN(C(=O)c2ccc(S(=O)(=O)N3CCCC3)cc2)CC1
39	CCCn1c(NC(=O)c2cccc(S(=O)(=O)N3CCCC3)c2)nc2ccccc21
40	COC(=O)[C@H](CC(C)C)NC(=O)Nc1ccc(S(N)(=O)=O)cc1
41	N=C1C(c2nc(-c3ccc(Br)cc3)cs2)=C(O)CN1NC(=O)c1ccc([N+](=O)[O-])cc1
42	COc1ccc(CN2C(=O)c3cccc4cccc(c34)C2=O)cc1
screen / no.	37	38	39	40	41	42
RXFP1 antag	-6	15	-8	-2	-6	0
TRHR enhancer	20	-3	7	0	1	-4
D2 antag	-21	-51	3	15	-28	12
D1 potentiator	-6	-1	-2	-2	-3	4
D2 potentiator	6	0	5	3	10	2
D1 ag	1	-2	1	1	2	3
D1 antagonist	-6	4	14	-21	19	2
D2 agonist	-0.2	0.2	-1.0	0.1	0.3	0.5
TRHR agonist	-1.4	-0.5	-0.3	0.2	1.0	0.1

43	NC(=O)C(=O)N/N=C/c1c[nH]c2ccc(Br)cc12
44	Cc1ccc(NC(=O)CNc2ccc(OC(C)C)cc2)cc1
45	CCOc1ccc(N2C(=O)CC(N(Cc3ccco3)C(C)=O)C2=O)cc1 (stereo not drawn)
46	Cc1ccccc1OCc1nc(-c2ccccc2)no1
47	Cc1ccc(OCC(=O)NC(C)c2ccc(Cl)c(Cl)c2)c([N+](=O)[O-])n1 (stereo not drawn)
48	Cc1ccc2c(c1Br)C(O)(CC(=O)c1ccc(F)cc1)C(=O)N2 (stereo not drawn)
49	COc1ccc(C(CNC(=O)c2ccc(Cl)c(S(=O)(=O)N3CCCC3)c2)N2CCCC2)cc1 (stereo not drawn)
50	COc1ccc2c(c1OC)C(=O)NC(C)=C(C(=O)OC(C)(C)C)C2O (stereo not drawn)
screen / no.	43	44	45	46	47	48	49	50
RXFP1 antag	1	-3	-11	-3	-1	1	1	4
TRHR enhancer	1	17	7	26	-5	-2	-4	4
D2 antag	-9	7	-2	/	9	/	-3	18
D1 potentiator	-1	5	-6	5	-8	2	11	4
D2 potentiator	8	-1	15	/	-4	-2	-23	5
D1 ag	1	11	5	8	10	6	6	1
D1 antagonist	-1	-10	18	3	-36*	7	5	-4
D2 agonist	0.6	0.3	-1.7	/	-0.8	0.3	0.5	1.9
TRHR agonist	-0.5	-4.3	-1.8	-0.3	-0.3	1.9	0.2	-0.4
